Assay outcomes from PubChem BioAssay.
14-3-3 PPI – modulators of 14-3-3 gamma protein binding, primary screen, biochemical, fluorescence polarization; FP, 14-3-3gamma / TMR-pS259-Raf peptide binding; inhibition, % at 40 µM; 0.19% of 160,000 active; AID 422, 2006; in the data active = inhibition above about 30%;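 note: 0% = protein plus tracer without compound and 100% = blank with tracer alone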
Target sequence (P61981 whole entry, looked up): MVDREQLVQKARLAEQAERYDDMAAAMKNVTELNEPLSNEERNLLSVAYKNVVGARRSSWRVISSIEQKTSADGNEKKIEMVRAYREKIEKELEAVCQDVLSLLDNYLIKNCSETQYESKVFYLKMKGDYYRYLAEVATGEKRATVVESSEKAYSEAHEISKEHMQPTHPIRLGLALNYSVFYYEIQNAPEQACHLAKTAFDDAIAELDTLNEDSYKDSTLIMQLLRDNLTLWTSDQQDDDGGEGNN
* marks the source's active call; other numbers are inactive results; & = joins results of further samples. Some of the compounds tested, so the mix of outcomes need not match the whole.

SMILES | 14-3-3 PPI
CN1C(=O)C(CC(=O)Nc2ccc(F)cc2)N(CCc2ccccc2)C1=S (centres undefined) | 10
O=C(CC1(Cc2ccccc2)C(=O)c2ccccc2C1=O)c1ccccc1 | -11
Cc1ccc(S(=O)(=O)c2ccc(-c3ccccc3)cc2)cc1 | 1
O=C(Nc1ccc(N2CCN(C(=O)c3ccco3)CC2)cc1)c1ccccc1F | 2
C=CCn1c(SCCN2CCCCC2)nc2c1c(=O)[nH]c(=O)n2C | 4
CC1CCCN(CCCNS(=O)(=O)c2cc(Br)cc3c2N(C(=O)C2CC2)CC3)C1 (centres undefined) | -8
COCCNC(=O)c1cc2cc(Br)cc(OC)c2oc1=O | -9
Cc1nc(-c2cccc(S(=O)(=O)N3CC(C)OC(C)C3)c2)cs1 (centres undefined) | -10
CCOCCCNCc1ccc([N+](=O)[O-])cc1 | 8
O=C(O)c1ccc(S(=O)(=O)c2ccc3c(c2)C(=O)N(c2ccc4c(c2)OCO4)C3=O)cc1 | -18
Cc1cccc(NC(=O)C2C3C=CC4(O3)C2C(=O)N(C2CCCC(C)C2C)C4C(=O)NC2CCCCC2C)c1 (centres undefined) | 1
CCN1C(=O)c2cccc3c(S(=O)(=O)Nc4nc(C)cs4)ccc1c23 | -6
O=C(CCN1C(=O)c2ccc([N+](=O)[O-])cc2C1=O)Nc1ccc(C(=O)O)cc1 | -6
O=C1CCCC2=C1C(c1ccc(F)c(Oc3ccccc3)c1)Nc1ccc(C(=O)c3ccccc3)cc1N2 (centres undefined) | -26
Cc1ccc2[nH]c(C(=O)O)c(-c3ccccc3)c2c1 | 2
COC(=O)c1cc(NC(=O)c2cc3cc(OC)ccc3oc2=O)cc(C(=O)OC)c1 | -2
COC(=O)COc1ccc(NC(=O)C2CCCO2)cc1 (centres undefined) | 6
COc1ccc(N=Cc2ccc(Sc3nc4ccccc4[nH]3)o2)cc1 | -46
CC1Oc2ccccc2N(CC(=O)c2cccc(Cl)c2)C1=O (centres undefined) | -11
COC(=O)c1ccccc1NC(=O)NCc1ccc2c(c1)OCO2 | 8
Cc1nc2ccccc2n1CC(=O)c1ccccc1 | 4
COc1ccc(Br)cc1CNC(=O)Cc1c(C(=O)O)[nH]c2ccc(Cl)cc12 | 7
CC1(C)CC(=O)C2=C(C1)Nc1ccccc1N1C(=O)c3ccccc3C21 (centres undefined) | -2
COc1ccc(N2C(=O)CC(NCc3ccc(OC)c(OC)c3)C2=O)cc1 (centres undefined) | -5
COc1ccccc1C(=O)N1CC(=O)Nc2ccc(F)cc2C1c1ccccc1 (centres undefined) | -1

No new results follow: an excerpt of the list.
SMILES | 14-3-3 PPI
CN1C(=O)C(CC(=O)Nc2ccc(F)cc2)N(CCc2ccccc2)C1=S (centres undefined) | 10
O=C(CC1(Cc2ccccc2)C(=O)c2ccccc2C1=O)c1ccccc1 | -11
Cc1ccc(S(=O)(=O)c2ccc(-c3ccccc3)cc2)cc1 | 1
O=C(Nc1ccc(N2CCN(C(=O)c3ccco3)CC2)cc1)c1ccccc1F | 2
C=CCn1c(SCCN2CCCCC2)nc2c1c(=O)[nH]c(=O)n2C | 4
CC1CCCN(CCCNS(=O)(=O)c2cc(Br)cc3c2N(C(=O)C2CC2)CC3)C1 (centres undefined) | -8
COCCNC(=O)c1cc2cc(Br)cc(OC)c2oc1=O | -9
Cc1nc(-c2cccc(S(=O)(=O)N3CC(C)OC(C)C3)c2)cs1 (centres undefined) | -10
CCOCCCNCc1ccc([N+](=O)[O-])cc1 | 8
O=C(O)c1ccc(S(=O)(=O)c2ccc3c(c2)C(=O)N(c2ccc4c(c2)OCO4)C3=O)cc1 | -18
Cc1cccc(NC(=O)C2C3C=CC4(O3)C2C(=O)N(C2CCCC(C)C2C)C4C(=O)NC2CCCCC2C)c1 (centres undefined) | 1
CCN1C(=O)c2cccc3c(S(=O)(=O)Nc4nc(C)cs4)ccc1c23 | -6
O=C(CCN1C(=O)c2ccc([N+](=O)[O-])cc2C1=O)Nc1ccc(C(=O)O)cc1 | -6
O=C1CCCC2=C1C(c1ccc(F)c(Oc3ccccc3)c1)Nc1ccc(C(=O)c3ccccc3)cc1N2 (centres undefined) | -26
Cc1ccc2[nH]c(C(=O)O)c(-c3ccccc3)c2c1 | 2

(continued)
SMILES | 14-3-3 PPI
CCCOc1ccc(N2C(=O)C3C4C=CC(CC4)C3C2=O)cc1 (centres undefined) | -5
O=C(c1ccc(CS(=O)(=O)c2ccc(Br)cc2)o1)N1CCCC1 | -8
O=[N+]([O-])c1ccc2nc(-c3ccc(F)cc3)c(-c3ccc(F)cc3)nc2c1 | 4
CC(=O)Nc1ccc(NC(=O)CSc2nnc(NS(C)(=O)=O)s2)cc1 | -3
CC1(C)CC(NC(=O)CCC(=O)N2C(C)(C)CC(N)CC2(C)C)CC(C)(C)N1 | 5
COC(=O)c1cc(-c2ccc(Br)cc2)n[nH]1 | 4
Cc1ccc2c(c1)C(O)(CC(=O)c1ccc3c(c1)OCO3)C(=O)N2 (centres undefined) | -6
CCOC(=O)c1sc(=S)n(-c2cc(Cl)ccc2C)c1N | 3
Cc1ccc(NC(=O)Cn2nc(C)cc2C)cc1 | -11
O=[N+]([O-])c1cc(C(F)(F)F)ccc1NCCc1ccccc1 | -1
Cn1c(-c2ccco2)nc2cc3ccccc3cc21 | -4
CC(C)(C)c1cc(C(=O)N2CCN(c3ncccn3)CC2)ccn1 | -14
CC1(C)CC(CCN2C(=O)CCC2=O)(Cc2ccccc2)CCO1 (centres undefined) | 0
O=C(CCNC(=O)Cn1ccc2ccccc2c1=O)NCC1CCCO1 (centres undefined) | -2
COc1ccc(Cl)cc1NC(=O)c1cc2c(ccc3ccccc32)oc1=O | -7
O=C(Nc1cccc(NC(=O)c2sc3ccccc3c2Cl)c1)c1ccco1 | -11
COc1ccc(N2C(=O)CSC2c2ccc3c(c2)OCO3)cc1 (centres undefined) | 1&-3
COc1ccc(-c2ccc(-c3noc(-c4ccccc4F)n3)c(OC)n2)cc1 | -3
Cc1ccc(Cn2c(=O)cc(C(=O)N3CCOCC3)c3ccccc32)cc1 | -2
Cc1cc(SCC(=O)Nc2ccc(C(C)(C)C)cc2)nc2ccccc12 | -8
Cc1ccccc1Nc1c(-c2ccc(Cl)cc2)nc2ncccn12 | -10
COc1cc(C(=O)N(c2ccccn2)C2CCCCC2)cc(OC)c1OC | -7
COc1ccc(Oc2coc3cc(OC(=O)c4ccc(C(C)(C)C)cc4)ccc3c2=O)cc1 | -2
O=C(CCc1nc(-c2ccccc2F)no1)N1CCN(C2CCCCC2)CC1 | -5
Cc1c(NC(=O)Cc2ccc(Cl)cc2)cccc1-c1nc2ncccc2o1 | -11

Next section.
SMILES | 14-3-3 PPI
Cc1c(C(=O)Nc2ccc3c(c2)OCO3)sc2ncnc(N3CCCCC3C)c12 (centres undefined) | -5
O=C(O)c1cccc(C(=O)O)n1 | -10&-1
CCn1c(SCC(=O)N2CCN(c3ccccc3F)CC2)nnc1-c1ccoc1C | -3
COc1ccc(NC(=O)C2CC(=O)N(C)C(=Nc3ccc(Cl)c(C(F)(F)F)c3)S2)cc1 (centres undefined) | 3
COc1cccc(-n2cnc3scc(-c4cccs4)c3c2=O)c1 | -4
O=C(CSc1nnc(-c2ccco2)n1Cc1ccco1)N1CCOCC1 | -2
CCCS(=O)(=O)N1CCC(C(=O)NC2CCCCC2C)CC1 (centres undefined) | 2&3
CCN(CC)C(=O)c1ccc2c(c1)NC(=O)C(N1CCOCC1)S2 (centres undefined) | 7
CC1(C)Cc2nc(NCCN3CCOCC3)c(C#N)cc2CO1 | 1&-12
COc1ccc(OCC(O)Cn2cnc3cc(C)c(C)cc32)cc1 (centres undefined) | 2
COc1ccc(C2C(C(=O)Nc3cc(Cl)c(OC)cc3OC)CCC(=O)N2c2ccc3c(c2)OCO3)cc1 (centres undefined) | -16
CCc1nnc(NC(=O)CSc2nnc(-c3ccco3)n2CC)s1 | 0
CN1CCN(CCC(=O)Nc2cccc(F)c2)CC1 | -3
O=C1CC(c2ccco2)CC2=C1C(c1ccc([N+](=O)[O-])cc1)C1=C(N2)c2ccccc2C1=O (centres undefined) | -23
CCN(CC)c1cc(C)c2cc(NC(=O)C3CCCCC3)ccc2n1 | -11
O=C(CN1C2=NCCCN2c2ccccc21)c1cccc([N+](=O)[O-])c1 | -2
O=C(CCN1CCc2ccccc2C1)Nc1ccc2c(c1)OCO2 | 1
COc1ccc(C(=O)Nc2ccc(-c3nc4ccccc4o3)cc2)cc1[N+](=O)[O-] | -108
COc1cc([N+](=O)[O-])c2[nH]cc(CCN3C(=O)c4ccccc4C3=O)c2c1 | -10
COc1ccc(S(=O)(=O)N(C)CC(=O)N2CCC(C(N)=O)CC2)cc1Cl | 4
COc1cccc(NC(=O)C2CC(=O)N(C)C(=Nc3ccccc3)S2)c1 (centres undefined) | 0
Cc1sc2nc3n(c(=O)c2c1C)CCCS3 | -8
Cc1ccc(S(=O)(=O)Cn2nnnc2C(c2ccccc2)N2CCN(c3ncccn3)CC2)cc1 (centres undefined) | -4
COc1ccc(OC)c(C2N=C(c3ccc4c(c3)OCO4)CC(c3ccccc3O)N2)c1 (centres undefined) | -1
O=C1c2ccccc2C(=O)N1CCNCCN1C(=O)c2ccccc2C1=O | -6

Additional compounds:
SMILES | 14-3-3 PPI
Cc1cc(NC(=O)CCCN2C(=O)C3C4C=CC(C4)C3C2=O)n[nH]1 (centres undefined) | 4
Cc1nc(NCCc2ccccc2)c2c3c(sc2n1)CCC3 | -10
CC1=C(C(=O)OC(C)C)C(c2ccccn2)n2ncnc2N1 (centres undefined) | 2
Cc1ccc(-c2noc(CSc3nc(N)cc(=O)[nH]3)n2)cc1 | 5
CS(=O)(=O)N1CCN(C(=O)C2c3ccccc3Oc3ccccc32)CC1 | -9
CC(=O)Nc1nc(C)c(-c2cn3cccnc3n2)s1 | -5
CCN(CC)c1ncnc2sc(C(=O)Nc3ccc4c(c3)OCO4)c(C)c12 | 1
Cc1cccc(Cc2c(C)nc3c(C(=O)O)c[nH]n3c2=O)c1 | 2
C=CCN1C(=S)NC2c3cccc(OCC)c3OC1(C)C2C (centres undefined) | -15
O=C1c2cccnc2C(=O)N1C1CCCCC1 | 3&1
CC(C)=C1C2C=CC1C1C(=O)N(c3ccc(C)cc3[N+](=O)[O-])C(=O)C21 (centres undefined) | -2
COc1ccc(C2CC(=O)C3=C(C2)Nc2ccccc2NC3c2cc([N+](=O)[O-])ccc2Cl)cc1 (centres undefined) | -1
Cc1ccc(-c2nc3ncccn3c2Nc2ccc3c(c2)OCCO3)o1 | -1
COc1ccc(Br)cc1C1C2=C(CC(C)(C)CC2=O)OC2=C1C(=O)CC(C)(C)C2 | -2
O=C(NCCc1ccccc1)c1cccn2c(=O)c3ccccc3nc12 | -23
CC1CN(Cc2nc3c(c(=O)n(C)c(=O)n3C)n2CCN2CCOCC2)CC(C)O1 (centres undefined) | -4
CCn1c(-c2ccccc2Br)n[nH]c1=S | -11
CCOC(=O)Cc1csc(NC(=O)CSc2nnc(C(C)C)n2CC)n1 | 1
COc1ccc(Cn2c(-c3ccco3)nc3oc4cc(OC)ccc4c(=O)c3c2=O)cc1 | -50
Cc1cc(C)nc(NC(=O)Cc2cccs2)n1 | -8&-11
C=CCNc1oc(-c2ccc(OC)cc2)nc1C#N | 8
CC(=O)Nc1nonc1C(=O)N1CCC(C)CC1 | 2&1
COc1cc2[nH]c(=O)n(CCC(=O)N3CCN(c4cc(Cl)ccc4C)CC3)c(=O)c2cc1OC | -10
O=[N+]([O-])c1ccc2nonc2c1N1CCCC1 | 0
CC(=O)Oc1cn(C)c2ccccc12 | -2

The list continues.
SMILES | 14-3-3 PPI
COc1ccc(-n2nc3cc(C)c(NC(=O)c4ccc([N+](=O)[O-])c(C)c4)cc3n2)cc1 | 0
CCOC(=O)Nc1ccc(C)cc1Br | -1
CC1=CS/C(=C(/C#N)C(=O)N2CCOCC2)N1c1ccccc1 | -8
CCOC(=O)N1CCN(Cc2c(F)cccc2Cl)CC1 | -5
O=C(CC1N=C2c3ccccc3N=C(SCc3ccccc3Cl)N2C1=O)NCc1ccc(F)cc1 (centres undefined) | -14
Cc1ccc(C)c(NC(=O)c2cc(S(=O)(=O)N(C)Cc3ccccc3)ccc2F)c1 | -3
COc1ccccc1OCC(=O)NC1CCS(=O)(=O)C1 (centres undefined) | 3
CC1(C)Cc2c(c(-c3ccccc3)nc3oc(C(=O)c4ccc(Br)cc4)c(N)c23)CO1 | 2
Cc1sc2c(c1C)c(=O)n(-c1ccc(F)cc1)c(=O)n2Cc1cc(=O)n2ccccc2n1 | 7
O=S(=O)(c1ccccc1)c1nc(-c2ccccc2)oc1NCc1cccnc1 | -3
CCOC(=O)c1ccc(NC(=O)CSc2n[nH]c(N)n2)cc1 | -10
CCn1cc(C(=O)NCCN(C)CCc2ccccc2)c(=O)c2cc(S(=O)(=O)N(C)C)ccc21 | -8
CCC(=O)Nc1ccc(NC(=O)C23CC4CC(CC(C4)C2)C3)cn1 | -8
COc1ccc(NC(=O)Nc2nnc(N3CCCCC3C)s2)cc1OC (centres undefined) | -2
CC1(C)Cc2c(c(N3CCOCC3)nc3sc4c(=O)[nH]cnc4c23)CS1 | 4
CCSc1nc(N)c2c3c(sc2n1)CCCC3 | -3
COCc1cc(C)nc2sc3c(=O)n(Cc4ccco4)nnc3c12 | 2
COC(=O)c1c[nH]n2c(NC3CCCC3)c(-c3cccc(C)c3)nc12 | -2
O=c1o[nH]c(-c2ccccc2)c1C1=NCCCCC1 | 0
CCC(C)NC(=O)CN1C(=O)C(CC)Oc2ccc(C)cc21 (centres undefined) | 2
O=c1c2cc3c(=O)n(-c4ccncc4)c(=O)c3cc2c(=O)n1-c1ccncc1 | -8
CC(C)(Oc1ccc(Cl)cc1)C(=O)NCc1ccco1 | -4
Clc1ccccc1-c1nnc2sc(-c3ccco3)nn12 | 1
CCN(CC)CC(O)Cn1c2ccccc2c2ccccc21 (centres undefined) | 2
CNC(=O)c1cc2c(=O)n3cccc(C)c3nc2n(CCc2ccccc2)c1=N | 0
c1cncc(-c2nnc(C3CCCCC3)o2)c1 | -3
O=C(CCN1c2ccccc2Sc2ccccc21)OCc1nnc(-c2ccccc2)o1 | 4
Cc1nc(CSc2nnc3scc(-c4ccc(Cl)cc4)n23)cs1 | -11&-7
